# PMI act = phosphomannose isomerase (human) activation. 190,000 tested, 0.005% active. purified human PMI, coupled resazurin fluorescence, 20 min; hits give high values; 1 = vehicle control, 0 substrate-free wells. activation factor at 20 µM;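 active = activation factor of 2 or more at 20 µM, relative to plate controls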
# Diaphorase act = counter-screen for diaphorase-based assays: diaphorase activators and chemical reducers; Diaphorase/resazurin coupled assay, resorufin fluorescence, 16 min; hits give high values; 1 = vehicle wells, 0 = NADH-free wells; activation factor at 20 µM; 190,000 tested, 0.005% active; AID 1229;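 active = diaphorase activity raised at least twofold by the compound at 20 µM; inactive = activation factor below 2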
#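 Material: Clostridium kluyveri diaphorase, purified enzyme; Quantity: enzyme 0.07 U/mL final; Medium: HEPES pH 7.4 buffer with MgCl2 and Tween 20; Dosing: single compound dose of 20 µM, 1% DMSO final; Schedule: 16 min reaction at room temperature; Measured by: red resorufin fluorescence at 544/590 nm excitation/emission.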
# S1P3 antag = antagonists of human S1P3 receptor. Q99500. CHO S1P3 NFAT-BLA reporter, FRET fluorescence, antagonist mode. inhibition, % at 4.98 µM. 170,000 tested, 0.27% active. AID 485;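 active = inhibition above the plate cutoff, the mean inhibition of test wells on that plate plus 3 SD, cut at about 28% in these data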;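 note: cells challenged with S1P at its EC80 of 0.8 µM; blue over green emission ratio from cleaved BLA substrate after 4 h stimulation; 0% = S1P-stimulated wells and 100% = unstimulated DMSO-only wells; some compounds past the cut are filed as inactive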
# Target sequence (Q99500 whole entry, looked up): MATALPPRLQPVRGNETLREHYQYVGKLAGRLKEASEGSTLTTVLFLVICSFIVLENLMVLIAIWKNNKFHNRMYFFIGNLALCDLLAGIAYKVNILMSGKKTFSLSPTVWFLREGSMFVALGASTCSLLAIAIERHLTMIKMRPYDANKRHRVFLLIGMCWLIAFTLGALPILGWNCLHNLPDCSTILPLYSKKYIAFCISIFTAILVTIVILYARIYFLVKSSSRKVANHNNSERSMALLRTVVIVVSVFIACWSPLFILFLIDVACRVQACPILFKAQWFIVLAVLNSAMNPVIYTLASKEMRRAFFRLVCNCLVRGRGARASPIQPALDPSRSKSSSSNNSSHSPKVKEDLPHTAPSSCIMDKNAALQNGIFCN
# SRC2 TRFRET art = TR-FRET artefact, counter-screen to PPARgamma/SRC-2 agonist assay; 200,000 tested, 0.4% active; AID 1049; TR-FRET ratio at 8 µM; hits give high values; in the data active = TR-FRET ratio above about 2000; note: inactives centre near 1500
# ROMK primary = modulators of human ROMK potassium channel. P48048. AID 1918. B-score at 10 µM. 130,000 tested, 2% active. Tet-inducible ROMK, thallium flux fluorescence; actives lie on both sides;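 active = signal ratio slope over the read window, or its plate-corrected B-score, at least 3 SD from the plate mean, either direction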;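 note: B-score of the F/F0 ratio slope over 7 to 12 s after thallium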
# Target sequence (P48048 whole entry, looked up): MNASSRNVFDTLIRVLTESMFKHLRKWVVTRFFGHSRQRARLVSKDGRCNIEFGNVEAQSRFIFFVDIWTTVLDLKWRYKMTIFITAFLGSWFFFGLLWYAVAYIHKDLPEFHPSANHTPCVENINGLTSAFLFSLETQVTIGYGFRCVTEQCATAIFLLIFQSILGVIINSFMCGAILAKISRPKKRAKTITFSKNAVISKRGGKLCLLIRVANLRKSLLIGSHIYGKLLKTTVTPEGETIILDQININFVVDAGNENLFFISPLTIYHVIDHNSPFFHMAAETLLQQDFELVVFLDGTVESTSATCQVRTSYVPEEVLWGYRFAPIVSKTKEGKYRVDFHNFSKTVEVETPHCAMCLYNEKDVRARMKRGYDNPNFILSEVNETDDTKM
# PMI act hi M6P = activators of human phosphomannose isomerase at near-saturating mannose 6-phosphate; coupled PMI enzyme assay, resazurin fluorescence, 20 min; hits give high values; 1 = untreated enzyme, 0 = substrate-free blank; activation factor at 20 µM; 190,000 tested, 0.34% active; AID 1216;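 active = activation factor of 2 or more at 20 µM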
#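 Test system: human phosphomannose isomerase with PGI, G6PDH, diaphorase coupling enzymes / Doses: 20 µM compound, 1% DMSO / Times: enzyme reaction with compound 20 min at room temperature / Measured by: Diaphorase-driven resazurin-to-resorufin fluorescence, excitation 544, emission 590 nm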
# G6PDH counter = inhibits Leuconostoc G6PDH, flagging false hits in G6PDH-based assays; Purified L. mesenteroides G6PDH, diaphorase/resazurin coupled fluorescence, 45 min; inhibition, % at 5 µM; 200,000 tested, 0.12% active; in the data active = inhibition above about 50%
# Diaph inh CS = inhibits diaphorase or chemically oxidizes, flagging diaphorase assay artifacts; diaphorase resazurin-to-resorufin fluorescence, NADH, 16 min; bacterial (C. kluyveri) enzyme, not human; inhibition, % at 20 µM; 190,000 tested, 0.69% active; AID 1217;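 active = primary screen inhibition at 20 µM above a set limit, cut at about 50% in these data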;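 note: plate controls were DMSO with full reaction for no effect and wells lacking NADH for full effect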
#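 Benchmarks: positive control wells lacking NADH, neutral wells with DMSO only. System: bacterial diaphorase enzyme (C. kluyveri). Input: 0.14 U/mL diaphorase, enzyme working solution. Detection: resorufin fluorescence, excitation 544 nm, emission 590 nm. Times: 16-min room-temperature incubation before reading.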
# PPARg SRC-1 ag = PPARgamma-driven SRC-1 recruitment agonism; activation, % at 8 µM; P37231; PPARgamma-SRC-1 coactivator recruitment biochemical assay; AID 631; 200,000 tested, 0.41% active; in the data active = activation above about 19%;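 note: 0% = DMSO and 100% = reference agonist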
# PPARg SRC2 recr = promotes SRC-2 coactivator recruitment by human PPARgamma | PPARgamma LBD-SRC-2 recruitment, biochemical | activation, % at 8 µM | 200,000 tested, 0.34% active | AID 1032; in the data active = activation above about 22%;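 note: 0% = vehicle and 100% = reference agonist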
# PPARg SRC-3 ag = agonists of human PPARgamma SRC-3 coactivator recruitment; biochemical PPARgamma/SRC-3 coactivator recruitment assay; activation, % at 8 µM; 200,000 tested, 0.26% active; AID 731; in the data active = activation above about 23%;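 note: 0% = DMSO and 100% = reference agonist; some compounds past the cut are filed as inactive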
# The depositor's hits bear a star; . = not tested or not shown.
canonical_smiles,PMI act,Diaphorase act,S1P3 antag,SRC2 TRFRET art,ROMK primary,PMI act hi M6P,G6PDH counter,Diaph inh CS,PPARg SRC-1 ag,PPARg SRC2 recr,PPARg SRC-3 ag
NC(=O)/C=C/C(=O)Nc1ccc(Cl)cc1,1,0.8,-3.8,1660,-0.0153,1,-1.4,18.1,6.6,-0.3,0.6
COc1cc(C(=O)Nc2ccccc2-c2nnn(CC(N)=O)n2)cc(OC)c1OC,1,1,.,1637,0.855,1,-2.1,4.3,9.2,1.3,12.3
CCc1[nH]nc2c1C(c1cccnc1)C(C#N)=C(N)O2 (centres undefined),0.9,0.8,-5.3,1595,.,0.9,-12.7,20.3,1.3,5.5,2.0
Cc1ccc(S(=O)(=O)Cc2ccc(C(=O)N3CCN(Cc4ccccc4)CC3)o2)cc1,0.9,0.7,-8.4,1581,.,0.9,23.2,26.9,7.4,1.8,-3.9
Cc1occc1-c1nnc(SCC(=O)N2CCOCC2)n1Cc1ccco1,1.1,1,-17.3,1466,0.016,1.1,-1.7,-4.6,-8.8,-3.7,0.6
COc1ccccc1OCc1nc(Cc2ccc(Cl)cc2)no1,0.9,0.8,-9.4,1461,.,0.9,3.2,19.5,-11.8,-0.9,-0.3
Cc1cc(C)nc(/N=C(\N)Nc2ccc(S(=O)(=O)Nc3nc(C)cc(C)n3)cc2)n1,1,0.9,16.5,1565,0.157,1.1,12.7,10.3,17.2,-3.9,5.4
CC(=O)c1c(N)n(C)c(=O)n(C)c1=O,0.9,0.9,-10.0,1579,0.76,0.9,9.8,8.1,-1.7,-1.6,6.2
COc1cccc(NC(=O)c2ccc(NCCCN3CCC(C)CC3)c([N+](=O)[O-])c2)c1,1.2,1.1,21.1,1533,-0.377,1.1,5.4,-6.6,-12.1,2.3,-0.5
C/C(=N\NC(=O)c1c(-c2ccccc2Cl)noc1C)c1cccc(NC(=O)C(C)C)c1,0.9,0.9,-10.7,1248,0.0784,0.9,-1.6,9.2,8.6,5.1,1.7
C=CCNC(=O)/C(C#N)=C\c1cc(Cl)c(OCC)c(OC)c1,1,0.9,-11.3,1679,-2.94*,1,-23.4,9.9,6.4,2.1,9.1
COc1ccc(-c2cc(C(=O)O)c3sc(N4CCCCC4)nc3n2)cc1OC,0.9,0.5,-1.2,1679,0.457,0.8,-23.1,47.6,6.7,0.8,5.2
O=C(NCCCc1ccccc1)c1cc([N+](=O)[O-])ccc1Cl,1.1,1.2,4.5,1454,0.513,1.2,13.2,-19.3,-0.6,-8.5,4.2
N#CC1=C(N)N2C(=C(C#N)C1c1cccc(Br)c1)Nc1ccccc12 (centres undefined),1.2,1,-9.1,1655,.,1.4,-19.7,1.9,1.3,5.2,1.0
COc1ccc(/C=N/Nc2nc3ccccc3[nH]2)cc1OC,1,0.9,2.9,1668,-1.55,1.1,-6.3,5.8,11.2,8.2,7.9
COC(=O)NNC(=O)/C=C/c1ccccc1,1.1,0.9,-2.4,1577,.,1,-0.7,5.7,-3.7,-1.0,-3.7
CCOC(=O)c1cc(CC)sc1NC(=O)COC,0.8,0.8,47.9,1641,.,0.9,4.7,18.9,4.3,8.2,4.3
Cc1ccc(OCC(=O)Nc2ccccc2-c2ccccc2NC(=O)COc2ccc(C)cc2)cc1,0.9,0.8,-3.2,1556,.,1,-14.9,19.7,3.1,5.8,-4.0
Cn1c(N)c(C(=O)COC(=O)C(Cc2ccccc2)NC(=O)c2ccccc2)c(=O)n(C)c1=O (centres undefined),1,0.9,-11.9,1445,-0.144,0.9,0.4,6.3,0.9,-7.6,-2.8
Cc1cc(N2CCOCC2)n2cc(-c3ccc(F)cc3)nc2n1,0.9,0.9,-10.0,1387,.,1,10.2,6.6,-3.4,-3.7,-3.5

# 3 records drawn at random from the list so far, as already listed:
canonical_smiles,PMI act,Diaphorase act,S1P3 antag,SRC2 TRFRET art,ROMK primary,PMI act hi M6P,G6PDH counter,Diaph inh CS,PPARg SRC-1 ag,PPARg SRC2 recr,PPARg SRC-3 ag
CCOC(=O)c1cc(CC)sc1NC(=O)COC,0.8,0.8,47.9,1641,.,0.9,4.7,18.9,4.3,8.2,4.3
COc1ccc(/C=N/Nc2nc3ccccc3[nH]2)cc1OC,1,0.9,2.9,1668,-1.55,1.1,-6.3,5.8,11.2,8.2,7.9
Cc1cc(N2CCOCC2)n2cc(-c3ccc(F)cc3)nc2n1,0.9,0.9,-10.0,1387,.,1,10.2,6.6,-3.4,-3.7,-3.5

# The list goes on.
canonical_smiles,PMI act,Diaphorase act,S1P3 antag,SRC2 TRFRET art,ROMK primary,PMI act hi M6P,G6PDH counter,Diaph inh CS,PPARg SRC-1 ag,PPARg SRC2 recr,PPARg SRC-3 ag
Cc1c(NC(=O)CN2CCN(c3ccc([N+](=O)[O-])cc3)CC2)c(=O)n(-c2ccccc2)n1C,1.1,1.1,-13.2,1418,0.366,1.1,7.5,-10.4,4.8,1.9,0.1
COc1ccc(NC(=O)c2oc3ccccc3c2NC(=O)C2CCCO2)cc1OC (centres undefined),1,0.9,6.7,1601,0.453,0.9,-1.8,6.7,10.0,7.8,-0.8
CC(=O)Nc1ccc(Oc2ccc(NC(C)=O)c(NC(C)=O)c2)cc1,1,1,-7.3,1474,0.633,0.9,9.5,4.6,-3.0,4.6,5.5
COC(=O)c1ccccc1-n1cccc1C(=O)NP(=O)(N1CCOCC1)N1CCOCC1,1.1,1.1,-8.1,1469,0.172,1.1,5.1,-10.9,-4.8,-14.3,-2.6
CC1CN(c2ccc([N+](=O)[O-])c(NCCOc3ccccc3)c2)CCN1 (centres undefined),0.9,0.9,14.7,1447,-2.51*,0.8,9.8,14.7,-6.9,-0.5,2.9
CCO[C@H]1OC(C(=O)NCc2ccccc2)=C[C@@H](c2coc3ccccc3c2=O)[C@@H]1CCCO,0.9,0.8,1.5,1464,.,1,1.9,16.0,-4.3,-2.0,-0.1
CN1CCN(CCCNC(=O)Nc2cccc3ccccc23)CC1,0.9,0.9,-19.4,1676,-0.0344,0.9,4.1,5.9,5.5,-2.6,6.9
CN1C(=O)C(/C(N)=N/NC(=O)c2ccccc2)C2CC1(C)Oc1ccccc12 (centres undefined),1.1,1.1,7.6,1648,0.898,1,-0.9,-5.6,6.3,0.1,-6.5
CCOC(=O)C1C(=O)NC(c2ccccc2)=NC1c1ccccc1 (centres undefined),0.9,1,.,1465,.,1,-2.0,2.0,-3.6,-3.1,-4.6
O=C(NCC1(c2ccccc2)CCCC1)c1ccco1,0.9,0.8,-5.1,1600,0.0258,0.9,11.5,22.3,-8.8,-5.7,4.4
CCOC(=O)CNC(=O)N1CCCC(C(=O)c2ccccc2SC)C1 (centres undefined),0.9,1,-20.2,1575,-0.681,0.9,7.3,4.6,12.0,6.6,-1.1
CCC(CC)c1nnc(NC(=O)C2CC(=O)N(c3ccc4c(c3)OCCO4)C2)s1 (centres undefined),0.9,1,-9.5,1785,.,1,-2.7,4.5,6.7,10.6,0.8
CC(=O)Nc1cccc(/C(C)=N/NC(=O)c2ccc(Cl)cc2Cl)c1,1.1,1.3,-14.3,1556,0.479,1.2,33.3,-26.2,1.7,3.0,6.2
CC(C)(C)c1ccc(COC(=O)Nc2ccc(F)cc2)cc1,1.2,1.1,11.7,1575,.,1.1,11.3,-7.4,-5.0,-8.9,-3.9
Cc1cc(C)n2ncc(C(=O)Nc3cccc(O)c3)c2n1,1,1,9.9,1600,0.649,1,-1.2,-1.5,3.1,-1.9,3.4
COC(=O)c1cccc(C(=O)Nc2ccc(C)cc2Br)n1,0.8,0.9,-10.5,1520,.,0.9,3.4,12.5,3.7,9.0,4.4
O=C(Cc1ccccc1)NC(=S)Nc1ccc2oc(-c3ccccc3)nc2c1,0.9,0.8,-9.5,1568,.,0.9,-9.2,15.3,5.1,3.7,0.7
COc1ccc(O)c(C(=O)c2cnc3nc4ccccc4n3c2)c1,1.3,0.8,-3.2,1681,0.354,1.7,-33.0,22.8,-0.4,11.1,-4.3
CN(C)c1nc2ccc(OCCN3CCCCC3)cc2s1,1,0.9,-17.2,1694,.,1,2.4,6.3,7.2,0.7,6.4
CCOC(=O)C1CCCN(C(=O)COC(=O)c2ccc(C#N)cc2)C1 (centres undefined),1.3,1.1,-17.3,1527,0.509,1.1,2.8,-5.6,2.7,-2.7,-5.2
Cc1ccc2c([N+](=O)[O-])c(C)ccc2n1,0.9,0.9,.,1405,.,0.8,3.5,8.4,-8.1,-2.1,-8.6
CCOC(=O)C(C)Oc1ccc(OCc2ccccc2)cc1 (centres undefined),0.9,0.9,-18.8,1827,0.809,1,5.9,10.6,3.9,3.3,-2.0
COc1ccc(OC)c(C2C(C(=O)c3ccccc3)=C(C)Nc3nc4ccccc4n32)c1 (centres undefined),0.9,0.9,-10.9,1456,2.5*,0.8,17.0,8.1,-3.8,0.7,1.4
O=C(Cc1ccccc1)NCC(=O)N1CCCCC1,1.1,1.1,12.7,1441,0.907,1.1,1.3,-8.5,3.5,0.3,1.6
Cc1ccc(C)c(N2CCN(C(=O)c3cc4ccccn4n3)CC2)c1,0.8,0.8,-31.9,1740,.,0.8,-10.5,23.0,2.9,10.9,8.1
CC(C)C(=O)Nc1ccc(C(=O)N2CCCCCC2)cc1,1.1,1,.,1297,-0.764,1.1,0.6,-1.0,-0.1,-6.5,-5.7
CCOC(=O)C1CCN(c2nc(-c3ccc(Br)cc3)nc3ccccc23)CC1,1,0.9,-14.7,1627,1.2,1.1,5.8,13.6,-3.1,4.2,-3.9
Cn1c(SCC(=O)NCCc2ccc(S(N)(=O)=O)cc2)nc2ccccc2c1=O,0.9,0.9,-4.1,1443,-0.668,0.9,13.6,9.8,5.6,-2.0,0.4
CCOC(=O)c1ccc(Nc2nc(C(=O)OCC)nc3ccccc23)cc1,0.9,0.9,.,1772,.,0.9,10.6,9.8,-0.7,0.7,14.1
O=C(Nc1cccc(F)c1)/C(=C\c1ccco1)NC(=O)c1cccs1,1.1,0.9,.,1309,-0.216,1,12.4,10.0,3.0,1.0,-8.2
O=C(N/N=C/c1c(Nc2cccc(C(F)(F)F)c2)nc2ccccn2c1=O)c1ccccc1,1.1,0.9,.,1399,.,1,0.1,5.9,-0.8,-4.0,-2.1
O=c1cc(C(F)F)oc2c1ccc1ccccc12,1,1.1,25.4,1531,.,1,10.7,-9.6,0.7,1.9,-1.7
C(=N\c1nc2ccccc2n1CCN1CCCCC1)/c1cccs1,0.9,0.9,-12.5,1784,-1.11,0.9,5.6,13.6,12.4,1.0,6.5
